GC-A act: GC-A (human) enzyme activation | HEK293 GC-A cells, cGMP TR-FRET, EC30 ANP; 0% at EC30 ANP, 100% saturating ANP | activation, % at 10 µM | 370,000 tested, 0.14% active; in the data active = activation above about 40%
ssDAF-12 act: activates DAF-12 receptor from parasite S. stercoralis; 370,000 tested, 1% active; HEK293 ssDAF-12/GRIP1 lit1-tk-luc reporter, luminescence; % of 3 µM dafachronic acid response; activation, % at 6.8 µM; AID 652126;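 active = activation above the mean over all tested compounds plus 3 SD, cut at about 0.9% in these data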;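 note: 0% = DMSO-only wells and 100% = 3 µM delta7-dafachronic acid wells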
DAX1 inh-1: inhibitors of human orphan nuclear receptor DAX1 (NR0B1) | P51843 | HEK293 Gal4-DAX1 luciferase reporter, luminescence | inhibition, % at 6.75 µM | 340,000 tested, 0.99% active | AID 504766;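 active = inhibition above the mean over all tested compounds plus 3 SD, cut at about 4.2% in these data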;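 note: 0% = DAX1-transfected cells with DMSO and 100% = empty-vector control cells with DMSO; inhibition shows as a rise in luminescence from relieved DAX1 repression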
Target sequence (P51843 207-470 limits assumed): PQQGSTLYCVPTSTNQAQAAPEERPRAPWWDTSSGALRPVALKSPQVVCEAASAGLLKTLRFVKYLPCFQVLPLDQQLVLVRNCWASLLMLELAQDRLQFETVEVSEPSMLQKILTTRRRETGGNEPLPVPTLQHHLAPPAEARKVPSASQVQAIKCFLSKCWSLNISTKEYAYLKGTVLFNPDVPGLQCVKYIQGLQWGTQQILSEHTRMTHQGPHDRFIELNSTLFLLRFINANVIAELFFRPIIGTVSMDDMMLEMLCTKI
SMARCA2 activ: activators of SMARCA2 function; MG213 cells, MMTV-luciferase reporter, dexamethasone, overnight; activation, % at 9.1 µM; 370,000 tested, 1% active; AID 652017; in the data active = activation above about 7.8%;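 note: 0% = vehicle wells and 100% = reference activator wells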
FXN GAA850 act: activators of GAA850 frataxin (FXN) promoter | activation, % at 6 µM | 360,000 tested, 0.56% active | HEK293 lucGAA850 FXN promoter luciferase reporter, 24 h; percent of 10 µM SAHA response;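 active = activation above the average of all compounds screened plus 3 SD, cutoff fixed separately per campaign, cut at about 7.5% in these data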;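 note: 0% = DMSO wells and 100% = 10 µM SAHA wells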
PG9 binder: PG9 antibody binding by small molecule; TR-FRET gp120-PG9 antibody binding; inhibition, % at 6.7 µM; 360,000 tested, 0.43% active; AID 624416; in the data active = inhibition above about 8.5%
ADAM10 inh: inhibits human ADAM10 | inhibition, % at 7 µM | AID 720582 | O14672 | recombinant ADAM10, EDANS/DABCYL FRET peptide cleavage, 3 h | 370,000 tested, 0.62% active;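 active = inhibition above a per-campaign cutoff equal to the mean of compounds falling between control-based bounds plus 3 SD, cut at about 20% in these data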;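 note: 0% = DMSO wells while the 100% control is not disclosed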
Target sequence (O14672 214-748 limits assumed): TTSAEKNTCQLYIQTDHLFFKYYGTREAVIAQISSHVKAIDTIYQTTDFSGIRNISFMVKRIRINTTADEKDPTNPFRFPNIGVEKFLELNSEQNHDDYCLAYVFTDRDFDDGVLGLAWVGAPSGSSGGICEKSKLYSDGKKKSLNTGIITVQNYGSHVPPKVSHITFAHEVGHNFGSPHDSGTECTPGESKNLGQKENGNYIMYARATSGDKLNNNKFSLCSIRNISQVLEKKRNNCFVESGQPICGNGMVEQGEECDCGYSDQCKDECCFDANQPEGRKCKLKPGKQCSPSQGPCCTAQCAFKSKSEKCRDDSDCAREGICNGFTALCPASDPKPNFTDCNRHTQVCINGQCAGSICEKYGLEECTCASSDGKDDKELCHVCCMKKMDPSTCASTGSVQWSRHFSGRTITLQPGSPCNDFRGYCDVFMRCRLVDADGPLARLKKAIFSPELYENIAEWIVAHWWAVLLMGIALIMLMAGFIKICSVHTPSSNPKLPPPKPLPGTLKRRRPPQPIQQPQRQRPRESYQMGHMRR
DAX1 inh-2: inhibitors of DAX1 repression of SF-1 activated StAR promoter; HEK293T StAR-luciferase reporter, SF-1/DAX-1 repression relief; inhibition, % at 6.8 µM; 370,000 tested, 1.1% active; AID 652010;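 active = inhibition above the mean over all tested compounds plus 3 SD, cut at about 3.6% in these data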;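 note: 0% = DAX-1 cells with DMSO and 100% = cells lacking DAX-1 with DMSO; higher inhibition means more luminescence from relief of DAX-1 repression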
ADAM17 inh: inhibitors of human ADAM17 | P78536 | recombinant ADAM17, EDANS/DABCYL FRET peptide cleavage | inhibition, % at 6.95 µM | 370,000 tested, 0.83% active | AID 720648;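 active = inhibition above the mean of compounds lying between control limits plus 3 SD, set per campaign, cut at about 8.5% in these data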;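 note: 0% = DMSO-only wells as the low control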
hgDAF-12 ag: activates the H. glycines DAF-12 receptor ligand-binding domain | 370,000 tested, 1.8% active | activation, % at 6.8 µM | HEK293 GAL4-hgDAF12 UAS-luciferase reporter, agonist luminescence; normalized to butyrate control;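 active = activation above a cutoff set at the mean of all screened compounds plus 3 SD, cut at about 10% in these data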;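 note: 0% = DMSO wells and 100% = sodium butyrate wells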
hcDAF-12 act: activates DAF-12 receptor from parasite H. contortus; activation, % at 6.8 µM; 370,000 tested, 1.4% active; HEK293 hcDAF-12 lit1-tk-luc reporter, luminescence; 0% DMSO, 100% Δ7-dafachronic acid;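 active = activation above the mean of all tested compounds plus 3 SD, cut at about 5.5% in these data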;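 note: 100% = response to 3 µM Δ7-dafachronic acid high control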
The depositor's hits bear a star; i = inactive; nt = not tested or not shown.

Molecule	ssDAF-12 act	PG9 binder	ADAM10 inh	SMARCA2 activ	DAX1 inh-1	DAX1 inh-2	ADAM17 inh	GC-A act	hcDAF-12 act	hgDAF-12 ag	FXN GAA850 act
O=[N+]([O-])c1cnccc1-n1nnc2ccccc21	-0.7	0.0	-11	-4	nt	-2.0	-2	0	-2.6	0.4	nt
CCOC(=O)Cn1c(-c2cccnc2Cl)nc2cc(Cl)c(Cl)cc21	-1.2	2.9	-12	-2	0.8	-1.5	-7	-8	0.6	-3.7	1.0
CCOc1ccc(NC(=O)[C@H](Cc2ccccc2)NC(=O)C2CCNCC2)cc1	-1.4	-2.7	-9	-3	-0.3	1.6	1	2	0.4	1.2	1.9
CCCCCC(=O)N1C[C@@H](O)[C@H](n2cc(-c3ccc(F)cc3)nn2)C[C@@H]1c1ccc(OC)cc1	-0.2	2.8	3	0	0.8	0.2	6	-3	0.0	0.8	-1.0
COc1cccc(C(=O)/C=C2\Sc3ccccc3N2C)c1	2.6*	-3.3	-15	7	1.1	5.4*	-4	-5	13*	28*	7.2
CC(C)(C)C(=O)Nc1ccc(C(=O)N/N=C/c2ccccc2OC(=O)c2ccc(Cl)cc2Cl)cc1	-0.8	-0.1	-2	-1	-2.3	-0.3	-3	0	-1.1	-0.9	-4.5
Cc1cccc(-n2c(Cc3cc(=O)[nH]c(=O)[nH]3)nnc2SC(C)C)c1	-1.7	-0.2	-17	-1	-0.1	-0.3	-6	-6	0.7	1.6	-0.6
CCOc1ccc(C(Nc2cccnc2)c2cc(Cl)c3cccnc3c2O)cc1 (stereo not given)	-1.3	-1.1	22*	-2	-1.0	-1.7	15*	-5	-1.9	-10	-0.6
CCCc1cc(=O)[nH]c(SCC(=O)Nc2cc(S(=O)(=O)N3CCCCC3)ccc2Cl)n1	-0.5	-0.6	1	-4	0.3	-1.3	3	-1	1.3	-1.2	0.0
COc1ccc(-c2nc(N)ncc2-c2ccc(OC)c(OC)c2)c(O)c1	-1.2	-1.9	6	8.1*	-0.7	-0.6	0	-4	-3.3	-2.2	6.4
O=C(NCc1cc(C(F)(F)F)ccc1Cl)c1cccc2c1C(=O)c1ccc(Cl)cc1S2(=O)=O	-0.2	-1.0	9	2	nt	0.2	5	-1	-0.2	0.2	nt
Brc1nnc2n1-c1ccccc1Sc1ccccc1-2	-0.9	-0.2	-1	0	1.9	-0.2	-4	-3	-1.4	-2.4	0.5
O=C(CN1CCC(NC(=O)c2ccco2)CC1)Nc1cccc2ccccc12	-1.7	-1.2	-8	0	0.5	-0.5	-3	2	-1.6	0.7	0.8
O=C(CSCc1ccco1)Nc1cc(C(F)(F)F)ccc1N1CCOCC1	-1.4	-2.0	8	0	0.5	0.9	1	-4	-0.1	-1.1	0.3
Cc1ccc(Sc2ncccc2C(=O)NCc2cc([N+](=O)[O-])ccc2O)c(C)c1	-1.0	-0.4	-7	-2	-0.2	1.1	-3	0	-2.2	-0.7	0.2
CCOc1ccc(CN2CCNC(=O)C2CC(=O)NCc2ccccn2)cc1 (stereo not given)	-0.8	-1.4	-5	-1	1.6	-0.2	-7	0	0.1	1.3	0.0
COc1cc(C)c(-c2cc(C(=O)O)c(C)o2)cc1C(C)C	-1.3	-2.9	7	-1	-0.5	1.3	4	-1	-1.5	-1.0	-4.1
Cc1ccc(C(=O)CSc2nc3ccc(C(=O)NCCN4CCCCC4)cc3c(=O)[nH]2)cc1	0.3	-3.6	-35	0	0.9	0.0	-11	-3	5.6*	2.8	3.0
O=C(CCl)N(O)c1ccc(C=Cc2ccccc2)cc1	-1.3	2.6	-25	-2	-0.4	-1.7	2	21	0.7	6.9	-8.0
CCCCCCNC(=O)c1cc(-c2ccco2)nc2ccccc12	-1.0	3.5	i	-2	0.6	-0.9	-184	-2	0.8	-0.6	1.8
Cc1cc2oc(=O)cc(COC(=O)Cn3cnnn3)c2cc1C(C)C	-1.1	1.4	-38	4	-2.0	-0.7	-7	-11	-0.2	-1.4	-0.6
Cc1ccnc(SCC(=O)c2cccs2)n1	-0.5	-0.8	-3	4	-0.1	0.6	-2	-2	1.2	7.4	6.8
Cc1cccc(COc2ccc(/C=N/NC(=O)c3nnn(-c4nonc4N)c3C)cc2)c1	-0.7	-1.8	3	-2	0.6	-0.1	-2	6	-2.0	2.4	1.2
CC(C)CN1CCC(=O)N([C@H](CSc2ccc(Br)cc2)c2ccccc2)CC1	-0.5	1.2	-1	2	1.8	-0.2	-4	4	0.2	0.3	2.8
COc1cc(C(=O)N2CCCCC2c2cc(C(=O)NC(C)C)no2)cc(OC)c1C (stereo not given)	-0.9	-0.2	0	-5	nt	0.1	3	2	-0.3	-5.2	-0.8
Cc1ccc(CNC(=O)C2CCCN(S(=O)(=O)c3ccc(-n4cnnn4)cc3)C2)cc1 (stereo not given)	0.0	-0.7	-2	0	0.3	-0.1	0	2	-0.1	1.5	0.2
CCCCOc1ccc(C(=O)n2ccc3ccc(-c4ccc5ccn(Cc6ccc(OC)cc6)c5c4)cc32)cc1	-0.8	nt	-20	-3	nt	-1.8	-7	-16	-1.2	-2.0	nt
CS(=O)(=O)c1ccc(-c2sc3ccccc3c2C(=O)N2CCN(c3ccc(F)cc3)CC2)cc1	-0.9	-5.5	-10	7	3.2	1.6	-6	0	1.1	6.8	2.5
CCN(c1ccc(C)cc1C)S(=O)(=O)c1nnc(NC(=O)C(C)(C)C)s1	-1.6	-0.4	2	-1	-0.7	-0.2	1	-3	-1.3	0.6	0.2
Cc1cc(=O)oc2cc(OCCSCCN3CCCC3)ccc12	0.0	-1.4	-99	1	nt	0.7	-40	-17	-0.5	1.4	1.2
Cn1c(-c2cccs2)[n+](C)c2ccccc21	-2.1	0.0	-8	0	-1.9	-0.5	-4	1	-0.6	-0.1	0.0
CC(C)(C)c1ccc(CC(=O)N2CCC2(C)C(=O)NS(=O)(=O)c2ccc(Cl)cc2)cc1 (stereo not given)	0.3	-2.1	-5	5	nt	-0.2	2	-3	-1.5	-0.8	0.3
COc1ccc(C(=O)Nc2cccc(NC(=O)c3ccc(OC)cc3OC)n2)c(OC)c1	-0.9	3.1	-1	2	-0.7	-0.1	-3	16	1.2	1.6	1.2
CCCCn1c(N)c(N(CC(C)C)C(=O)c2cc(-c3ccc(OC)cc3)nc3ccccc23)c(=O)[nH]c1=O	-1.4	-0.4	-115	-3	0.9	-1.2	-33	-9	-1.3	2.7	-3.6
Cc1ccc(CC(NC(=O)c2ccccc2)C(=O)NC(C)C(=O)O)cc1 (stereo not given)	-0.6	-2.7	2	1	-0.1	0.1	-2	-2	-1.1	0.8	4.2
COc1ccc(Cl)cc1N1C(=O)C2CCCN2C1c1ccc(F)c(F)c1 (stereo not given)	-1.2	0.4	0	-2	1.6	-1.0	1	-11	-1.3	1.4	-2.1
Cn1nc(C(F)(F)F)c(C(=O)Nc2cccc(C(F)(F)F)c2)c1SCc1ccc(Cl)cc1	-1.7	-2.3	43*	-6	0.0	-0.7	20*	-12	-1.6	1.6	1.7
CCC(=O)N/N=C/c1ccc(-c2ccc(Cl)cc2)o1	-1.7	-1.6	-25	-1	-0.2	0.5	-6	4	-1.5	4.1	1.7
O=C(NCC1COc2ccccc2O1)c1ccc(NC(=O)c2ccco2)cc1 (stereo not given)	-1.4	-0.5	3	-1	0.2	-0.1	-3	-2	-1.4	-2.5	0.6
O=C(c1ccco1)N1CCN(Cc2cc(=O)c(OCc3cccc(Cl)c3)co2)CC1	-1.1	1.8	-12	-3	0.4	-1.1	-1	1	0.2	1.2	-1.1
N/C(=N\OC(=O)CCC1CCCC1)c1ccc(Cl)cc1	-1.0	-4.0	5	4	-0.4	1.3	0	-1	0.0	-1.2	1.6
O=[N+]([O-])c1cc(Cl)c(Cl)c(Cl)c1Cl	-0.1	-0.3	-7	0	-0.2	1.9	-3	-3	-1.1	0.1	0.0
CCC(C)(C)NC(=O)C(c1ccccc1F)N(C(=O)c1ccn[nH]1)c1ccccc1 (stereo not given)	-1.6	1.0	4	0	-0.2	-0.1	-4	-11	0.2	-1.8	0.6
COc1ccc2c(c1)cc1c(=O)n(CC(=O)NCCCOC(C)C)nc(C)n12	-0.2	-1.5	-22	-1	0.7	-0.1	-11	5	-1.1	-1.5	-1.0
C=CCn1c(CCNC(=O)c2ccccc2F)nnc1SCC(=O)Nc1ccc(OC)cc1	-0.8	-1.4	-8	-3	3.6	-0.7	-5	-4	-0.7	0.3	2.9
CCCCCCCC1CC(CSc2ncn[nH]2)OC1=O (stereo not given)	-1.3	-1.8	7	-2	-1.4	-1.0	-1	9	-1.3	-1.2	-0.4
CCN(CC(=O)NC(C)C)Cc1nc2c(Br)cc(Br)cc2c(=O)[nH]1	-1.4	23*	5	-3	0.7	0.1	-1	31	-1.6	0.2	-0.4
CC(C)N(Cc1nccn1C)C(=O)c1ccc2oc(CCCc3ccccc3)nc2c1	-1.4	-0.6	-8	-2	-2.0	-5.7	-1	1	-2.4	-1.3	-1.9
O=C(CNC(=O)c1cccs1)OCC(=O)c1ccccc1Cl	-1.4	0.9	0	2	-0.2	0.2	-2	5	0.0	-0.2	-1.7
O=C1c2ccc(Oc3ccc4c(c3)C(=O)N(CCCO)C4=O)cc2C(=O)N1CCCO	-1.2	-1.6	3	2	0.6	-0.3	0	5	-0.6	-1.1	1.1
CCCNS(=O)(=O)c1cc2c3c(c1)C(C)C(=O)N3CCC2 (stereo not given)	-0.7	-1.4	-6	4	0.4	-0.1	-4	-1	-1.0	0.0	-0.1
COc1ccc(C(c2sc3nc(C)nn3c2O)N2CCC(C(N)=O)CC2)cc1OC (stereo not given)	-0.7	-0.9	-15	3	0.1	0.0	-4	3	1.2	-0.8	1.4
C(=N\N1CCN(c2ccccc2)CC1)/c1ccccc1	-0.3	-1.1	5	3	-0.7	1.2	-7	1	1.8	4.1	4.8
CCCCn1c(=N)n(CC(=O)c2ccc(Br)s2)c2ccccc21	-1.5	0.5	-7	6	-0.8	-0.6	-6	-6	-1.0	-0.5	-4.6
O=C(C1CCCO1)N1CCN(C(c2ccccc2)c2ccccc2)CC1 (stereo not given)	-0.7	1.1	0	-2	-0.4	-0.1	-4	0	0.7	0.1	2.3
CN(C(=O)CSc1nnc(C(F)(F)F)n1N)C1CCS(=O)(=O)C1 (stereo not given)	-1.2	0.7	-7	-5	0.0	0.6	-8	0	0.0	-0.8	2.8
CC(OC(=O)C(C)Oc1ccccc1)C(=O)Nc1ccc(S(=O)(=O)N2CCCCC2)cc1 (stereo not given)	-1.3	-0.8	-5	-3	0.4	0.8	3	-2	-1.4	0.2	2.8
CCOC(=O)C1(CCOc2ccccc2)CCN(Cc2cccc(F)c2)CC1	-0.6	1.8	-6	-5	-0.1	-0.3	-3	7	-1.1	0.2	-0.6
